RTF Ca sens inh – cardiac RTF calcium desensitization. IANBD-labeled cardiac RTF, Ca2+ fluorescence. inhibition, % at 7.15 µM. actives 0.12% (n = 340,000). AID 493244;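 active means inhibition above the mean inhibition of all tested compounds plus 3 SD, cut at about 17% in these data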;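 further: assay run at fixed EC70 calcium of 1.6 mM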
C-LANA FP – blocks KSHV LANA C-terminal domain binding to DNA; MBP-C-LANA/FAM-LBS DNA binding, fluorescence polarization; inhibition, % at 9 µM; actives 0.078% (n = 340,000); AID 504423;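 active means highest replicate inhibition at or above 60% at 9 µM, even if other replicates fall short; inactive means all replicates below 60% inhibition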;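 further: 0% = neutral control wells and 100% = 4 µM acridine orange control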
Keap1 Nrf2 FP – disrupts human Keap1 binding to Nrf2 peptide; Q14145; actives 0.15% (n = 340,000); AID 504523; Keap1 Kelch-Nrf2 peptide fluorescence polarization, 1536-well; inhibition, % at 9.4 µM; in the data active means inhibition above about 12%;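 further: human Keap1 Kelch domain with fluorescein labeled Nrf2 9mer peptide probe; 0% = neutral control wells and 100% = peptide positive control; higher means more block of Keap1 binding to Nrf2 peptide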
V-ATPase pH – alters yeast V-ATPase proton transport | response, % at 10 µM | S. cerevisiae, pHLuorin cytosolic pH fluorescence | actives 0.37% (n = 350,000); in the data active means response mostly above about 7.3%, no sharp cut-off; inactive means mostly below about 5.4%; further: actives read high; inactives centre near 0; some compounds called inactive have numbers as strong as hits; reference of the scale not given here
Arrestin-AP2 inh – human beta-arrestin and AP2 interaction inhibition; FITC-arrestin peptide / GST-AP2 beads, flow cytometry; AP2 beta2 appendage carries R879A mutation; inhibition, % at 10 µM; actives 0.31% (n = 340,000);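 active means inhibition above a set limit, near 3 SD of compounds lacking own fluorescence, cut at about 54% in these data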;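 further: plate controls were DMSO wells for no effect and 5 µM unlabelled arrestin peptide for full effect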
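Test system: GST-tagged AP2 beta2-adaptin appendage (R879A) on 4 µm glutathione beads; also added: fluorescein-tagged arrestin peptide at 50 nM final; timing: 12 min plus 1 h, RT; signal: flow cytometry, FL1 (488/535 nm); read-out: percent drop in bead-associated FITC signal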
MOR-DOR ag – OPRM1-OPRD1 heterodimerization agonism; P35372+P41143; cells, luminescence; activation, % at 9.3 µM; actives 0.3% (n = 340,000); in the data active means activation above about 18%;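 further: 0% = vehicle-treated cells and 100% = reference agonist; values of inactives mirror those of a sister screen read the other way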
RTF Ca sens act – increases calcium sensitivity of human cardiac regulated thin filaments. P19429+P45379. IANBD-labeled TnC RTF fluorescence at EC20 calcium; 0% EC20 calcium, 100% full calcium. activation, % at 7.2 µM. actives 0.24% (n = 340,000);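 active means activation above the mean over all tested compounds plus 3 SD, cut at about 30% in these data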;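 further: rise in fluorescence read as greater calcium sensitivity of cardiac thin filaments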
Wnt bcat act – activates Wnt/beta-catenin signaling in a reporter cell assay; activation, % at 9.35 µM; AID 743398; activator, plate reader; actives 1.2% (n = 300,000); in the data active means activation above about 30%, passing the limit was not always enough;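 further: 0% = neutral control wells and 100% = positive control wells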
Pemphigus Ab inh – blocks pemphigus antibody binding to human desmoglein-3; P32926; DSG3-coupled beads, scFv-anti-DSG3-GFP binding, flow cytometry; active compounds read low; binding (percent of control), % at 10 µM; actives 0.48% (n = 310,000); AID 588358;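 active means binding more than 3 SD below its plate's average and above zero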;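 further: hits lower antibody fragment binding to DSG3; some compounds called inactive have numbers as strong as hits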
Target sequence (P32926 whole entry, looked up, the tested form may be a part): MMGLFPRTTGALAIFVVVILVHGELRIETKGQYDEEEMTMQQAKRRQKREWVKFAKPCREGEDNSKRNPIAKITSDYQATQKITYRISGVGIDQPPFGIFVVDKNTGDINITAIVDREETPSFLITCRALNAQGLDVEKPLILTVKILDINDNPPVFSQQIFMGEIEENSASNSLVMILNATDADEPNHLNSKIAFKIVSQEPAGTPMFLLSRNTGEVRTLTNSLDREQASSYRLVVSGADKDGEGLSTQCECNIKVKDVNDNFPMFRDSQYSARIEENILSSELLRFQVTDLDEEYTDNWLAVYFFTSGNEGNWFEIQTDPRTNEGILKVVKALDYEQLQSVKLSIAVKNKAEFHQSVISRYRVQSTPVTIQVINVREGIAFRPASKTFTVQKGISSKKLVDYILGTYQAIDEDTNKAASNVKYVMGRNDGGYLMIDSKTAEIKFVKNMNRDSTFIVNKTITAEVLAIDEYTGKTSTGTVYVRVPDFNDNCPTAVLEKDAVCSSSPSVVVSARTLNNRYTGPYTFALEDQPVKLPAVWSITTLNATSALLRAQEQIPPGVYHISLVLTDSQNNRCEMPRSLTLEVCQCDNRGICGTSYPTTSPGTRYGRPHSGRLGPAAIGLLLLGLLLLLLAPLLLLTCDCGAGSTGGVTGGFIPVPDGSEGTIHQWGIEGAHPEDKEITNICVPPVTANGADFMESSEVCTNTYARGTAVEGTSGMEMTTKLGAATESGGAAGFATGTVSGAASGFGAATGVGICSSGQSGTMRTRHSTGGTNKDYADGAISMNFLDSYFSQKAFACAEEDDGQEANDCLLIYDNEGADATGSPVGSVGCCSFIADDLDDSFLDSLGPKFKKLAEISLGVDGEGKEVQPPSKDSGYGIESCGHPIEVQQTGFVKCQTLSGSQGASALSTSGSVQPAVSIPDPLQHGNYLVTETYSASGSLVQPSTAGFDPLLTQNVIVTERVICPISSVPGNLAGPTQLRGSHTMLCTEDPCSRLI
OPRM1-OPRD1 inv – inverse agonist of human OPRM1-OPRD1 heterodimerization; cell-based MOR-DOR heterodimer luminescence, inverse agonism; inhibition, % at 9.3 µM; P35372+P41143; AID 504357; actives 0.21% (n = 340,000); in the data active means inhibition above about 22%, passing the limit was not always enough;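 further: 0% = cells with DMSO and 100% = wells without cells with DMSO; values of inactives mirror those of a sister screen read the other way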
* hit, by the source's call.

C#CCN1c2ccccc2Sc2cccnc21 was read as RTF Ca sens inh -40, C-LANA FP -0.3, Keap1 Nrf2 FP -2, V-ATPase pH 2, Arrestin-AP2 inh -4, MOR-DOR ag -1.6, RTF Ca sens act 30*, Wnt bcat act -4, Pemphigus Ab inh 97 and OPRM1-OPRD1 inv 8.
For CC(C)NC(=O)Nc1cccc(Cl)c1 the results were RTF Ca sens inh -13, C-LANA FP 0.7, Keap1 Nrf2 FP 0, V-ATPase pH -4, Arrestin-AP2 inh 2, MOR-DOR ag -2.2, RTF Ca sens act 4, Wnt bcat act 2, Pemphigus Ab inh 93 and OPRM1-OPRD1 inv 12.
Screening CCN1CCN(CCNC(=O)CCCn2nc(C)c3c(C)n(-c4ccc(C)cc4)nc3c2=O)CC1 returned RTF Ca sens inh -2, C-LANA FP -0.7, Keap1 Nrf2 FP -4, V-ATPase pH -4, Arrestin-AP2 inh 3, MOR-DOR ag -0.6, RTF Ca sens act -1, Wnt bcat act 0, Pemphigus Ab inh 109 and OPRM1-OPRD1 inv 3.
CC(C)c1cc(-c2cc(-c3ccc(Cl)cc3)on2)nc(NCC2CC2)n1 was read as RTF Ca sens inh -2, C-LANA FP 0.0, Keap1 Nrf2 FP -4, V-ATPase pH 3, Arrestin-AP2 inh 4, MOR-DOR ag -1.0, RTF Ca sens act 0, Wnt bcat act -5, Pemphigus Ab inh 105 and OPRM1-OPRD1 inv 6.
For Cn1cccc1C(=O)NCCc1ccccc1 the results were RTF Ca sens inh -5, C-LANA FP 1.3, Keap1 Nrf2 FP -1, V-ATPase pH -1, Arrestin-AP2 inh 11, MOR-DOR ag 0.7, RTF Ca sens act 9, Wnt bcat act 20, Pemphigus Ab inh 92 and OPRM1-OPRD1 inv -4.
O=C(c1ccc(F)cc1)N1CCN(c2ccc([N+](=O)[O-])c(N3CCOCC3)c2)CC1 was read as RTF Ca sens inh 2, C-LANA FP 2.0, Keap1 Nrf2 FP -4, V-ATPase pH -2, Arrestin-AP2 inh 5, MOR-DOR ag -1.4, RTF Ca sens act 7, Wnt bcat act -3, Pemphigus Ab inh 101 and OPRM1-OPRD1 inv 7.
O=C(Cn1sc2ccccc2c1=O)NC12CC3CC(CC(C3)C1)C2 was read as RTF Ca sens inh -2, C-LANA FP 0.8, Keap1 Nrf2 FP -1, V-ATPase pH -3, Arrestin-AP2 inh 30, MOR-DOR ag -1.0, RTF Ca sens act -1 and OPRM1-OPRD1 inv 5.
Screening COc1ccc(NC(=O)COC(=O)c2c3c(nc4ccccc24)CCCC3)cc1Cl returned RTF Ca sens inh -7, C-LANA FP 0.7, Keap1 Nrf2 FP -2, V-ATPase pH 1, Arrestin-AP2 inh 16, MOR-DOR ag 6.1, RTF Ca sens act 1, Pemphigus Ab inh 100 and OPRM1-OPRD1 inv -32.
N#Cc1cc2cc3c(cc2nc1N1CCOCC1)OCO3 was read as RTF Ca sens inh -6, C-LANA FP 2.6, Keap1 Nrf2 FP -3, V-ATPase pH -1, Arrestin-AP2 inh -1, MOR-DOR ag 0.1, RTF Ca sens act 8, Pemphigus Ab inh 101 and OPRM1-OPRD1 inv -1.
For CC(=O)C1=C(O)C(=O)N(c2cc(C(C)(C)C)on2)C1c1ccc(C(C)C)cc1 (centres undefined) the results were RTF Ca sens inh 3, C-LANA FP 0.5, Keap1 Nrf2 FP -7, V-ATPase pH 1, Arrestin-AP2 inh 4, MOR-DOR ag -1.7, RTF Ca sens act -4, Pemphigus Ab inh 101 and OPRM1-OPRD1 inv 8.
Screening Cc1nc2c(C(F)(F)F)cccc2c2c1CCS2 returned RTF Ca sens inh -2, C-LANA FP -3.1, Keap1 Nrf2 FP 1, V-ATPase pH 1, Arrestin-AP2 inh 3, MOR-DOR ag 2.4, RTF Ca sens act 2, Wnt bcat act 0, Pemphigus Ab inh 98 and OPRM1-OPRD1 inv -12.
`Cc1ccc(NC(=O)CSc2ncn[nH]2)cc1` gave RTF Ca sens inh -4, C-LANA FP 0.9, Keap1 Nrf2 FP -5, V-ATPase pH 2, Arrestin-AP2 inh -9, MOR-DOR ag -3.2, RTF Ca sens act 4, Wnt bcat act -5, Pemphigus Ab inh 102 and OPRM1-OPRD1 inv 17.
For O=C(c1cnn2ccccc12)N(Cc1ccco1)C1CCCC1 the results were RTF Ca sens inh -10, C-LANA FP -0.8, Keap1 Nrf2 FP 1, V-ATPase pH -2, Arrestin-AP2 inh -7, MOR-DOR ag -1.6, RTF Ca sens act 5, Wnt bcat act -1, Pemphigus Ab inh 107 and OPRM1-OPRD1 inv 10.
`COc1cccc(C2CC(c3cccs3)=NN2C(=O)c2ccco2)c1O` (centres undefined) gave RTF Ca sens inh -3, C-LANA FP -0.4, Keap1 Nrf2 FP -1, V-ATPase pH 3, Arrestin-AP2 inh -6, MOR-DOR ag -1.5, RTF Ca sens act -3, Wnt bcat act -2, Pemphigus Ab inh 111 and OPRM1-OPRD1 inv 8.
COc1ccc(CN2CCc3ccccc3C2)c(OC)c1 was read as RTF Ca sens inh 0, C-LANA FP -2.1, Keap1 Nrf2 FP 4, V-ATPase pH -2, Arrestin-AP2 inh 35, MOR-DOR ag -1.4, RTF Ca sens act 7, Wnt bcat act 0, Pemphigus Ab inh 108 and OPRM1-OPRD1 inv 7.
`COc1ccc2nc(C)cc(N3CC(C)OC(C)C3)c2c1` (centres undefined) gave RTF Ca sens inh 7, C-LANA FP -1.6, Keap1 Nrf2 FP -1, V-ATPase pH 2, Arrestin-AP2 inh 7, MOR-DOR ag -2.0, RTF Ca sens act 1, Wnt bcat act -1 and OPRM1-OPRD1 inv 10.
`COc1ccc([C@H]2[C@H](C(C)=O)N3N=Cc4ccccc4C3C23C(=O)OC(C)(C)OC3=O)cc1` (some centres undefined) gave RTF Ca sens inh -16, C-LANA FP 2.4, Keap1 Nrf2 FP -3, V-ATPase pH 5, Arrestin-AP2 inh -2, MOR-DOR ag -1.9, RTF Ca sens act 1, Wnt bcat act -1, Pemphigus Ab inh 109 and OPRM1-OPRD1 inv 12.
O=C(CSc1nnnn1-c1cccc2ccccc12)NC(C(=O)O)(c1ccccc1)c1ccccc1 was read as RTF Ca sens inh -2, C-LANA FP -1.1, Keap1 Nrf2 FP 3, V-ATPase pH 1, Arrestin-AP2 inh -2, MOR-DOR ag -1.2, RTF Ca sens act -1, Wnt bcat act 0, Pemphigus Ab inh 92 and OPRM1-OPRD1 inv 6.
Screening CN(CCc1ccccn1)S(=O)(=O)c1ccc(F)cc1 returned RTF Ca sens inh -9, C-LANA FP 0.6, Keap1 Nrf2 FP 0, V-ATPase pH 4, Arrestin-AP2 inh 6, MOR-DOR ag -3.8, RTF Ca sens act -3, Pemphigus Ab inh 109 and OPRM1-OPRD1 inv 17.
For Cc1ccc(NC(=O)Cn2nnc(C(=O)NCc3ccco3)c2N)c(C)c1 the results were RTF Ca sens inh 7, C-LANA FP 1.4, Keap1 Nrf2 FP -4, V-ATPase pH 0, Arrestin-AP2 inh 3, MOR-DOR ag -2.0, RTF Ca sens act -6, Wnt bcat act -2, Pemphigus Ab inh 107 and OPRM1-OPRD1 inv 10.
`O=C(NNC(=O)c1cccc(S(=O)(=O)N2CCN(c3ccccc3)CC2)c1)c1ccc(Cl)cc1` gave RTF Ca sens inh -9, C-LANA FP 1.2, Keap1 Nrf2 FP 4, V-ATPase pH 2, Arrestin-AP2 inh -8, MOR-DOR ag 2.6, RTF Ca sens act -5, Pemphigus Ab inh 91 and OPRM1-OPRD1 inv -16.
`Cc1c(OC(C)C(=O)NCCN2CCOCC2)ccc2c3c(c(=O)oc12)CCC3` (centres undefined) gave RTF Ca sens inh 2, C-LANA FP 1.0, Keap1 Nrf2 FP -4, V-ATPase pH 9, Arrestin-AP2 inh -12, MOR-DOR ag -0.9, RTF Ca sens act -3, Wnt bcat act 0, Pemphigus Ab inh 100 and OPRM1-OPRD1 inv 5.
Cc1ccccc1NC(=S)N(CCN(C)C)C(C)c1cccnc1 (centres undefined) was read as RTF Ca sens inh -3, C-LANA FP 0.1, Keap1 Nrf2 FP -8, V-ATPase pH 3, Arrestin-AP2 inh -17, MOR-DOR ag -2.1, RTF Ca sens act -3, Wnt bcat act 8, Pemphigus Ab inh 101 and OPRM1-OPRD1 inv 11.
`O=C(/C=C/NCC(=O)c1ccccc1)c1ccc(Br)cc1` gave RTF Ca sens inh 5, C-LANA FP -0.2, Keap1 Nrf2 FP -3, V-ATPase pH -3, Arrestin-AP2 inh 0, MOR-DOR ag -0.6, RTF Ca sens act -6, Wnt bcat act 1, Pemphigus Ab inh 86 and OPRM1-OPRD1 inv 3.
Screening Nc1nnc(CC(=O)N/N=C/c2ccc(-c3ccc(Cl)cc3Cl)o2)s1 returned RTF Ca sens inh -1, C-LANA FP 1.2, Keap1 Nrf2 FP 1, V-ATPase pH 0, Arrestin-AP2 inh 0, MOR-DOR ag 0.3, RTF Ca sens act -7, Wnt bcat act 1, Pemphigus Ab inh 77 and OPRM1-OPRD1 inv -2.
Screening CC(C)Cn1c2c(c(O)c(C(=O)Nc3nc4ccccc4s3)c1=O)CCCC2 returned RTF Ca sens inh -2, C-LANA FP 0.0, Keap1 Nrf2 FP -7, V-ATPase pH 1, Arrestin-AP2 inh -7, MOR-DOR ag -1.6, RTF Ca sens act -5, Wnt bcat act 10, Pemphigus Ab inh 97 and OPRM1-OPRD1 inv 8.
O=C(NC1CCC(CC2CCC(NC(=O)C(Cl)Cl)CC2)CC1)C(Cl)Cl (centres undefined) was read as RTF Ca sens inh -2, C-LANA FP 1.5, Keap1 Nrf2 FP 1, V-ATPase pH 2, Arrestin-AP2 inh -2, MOR-DOR ag -2.8, RTF Ca sens act -5, Wnt bcat act -2, Pemphigus Ab inh 113 and OPRM1-OPRD1 inv 14.
O=C(CN1CCc2ccccc2C1)Nc1ccc(Br)cc1 was read as RTF Ca sens inh -1, C-LANA FP 0.2, Keap1 Nrf2 FP -3, V-ATPase pH 0, Arrestin-AP2 inh -6, MOR-DOR ag 9.6, RTF Ca sens act 0, Pemphigus Ab inh 96 and OPRM1-OPRD1 inv -49.
O=C(O)C(S)C(S)C(=O)O (centres undefined) was read as RTF Ca sens inh 4, C-LANA FP 5.1, Keap1 Nrf2 FP 4, V-ATPase pH 2, Arrestin-AP2 inh 26, MOR-DOR ag -0.9, RTF Ca sens act -4, Pemphigus Ab inh 93 and OPRM1-OPRD1 inv 5.
COc1ccc(OC)c(C2=Nn3c(nnc3C3CCCCC3)SC2)c1 was read as RTF Ca sens inh -1, C-LANA FP 1.2, Keap1 Nrf2 FP -2, V-ATPase pH -3, Arrestin-AP2 inh 18, MOR-DOR ag -2.0, RTF Ca sens act -2, Wnt bcat act -1 and OPRM1-OPRD1 inv 12.
`CCOC(=O)CSc1nc2cc(OCC)ccc2cc1C#N` gave RTF Ca sens inh -8, C-LANA FP 2.5, Keap1 Nrf2 FP 1, V-ATPase pH 3, Arrestin-AP2 inh 40, MOR-DOR ag -0.1, RTF Ca sens act 2, Pemphigus Ab inh 106 and OPRM1-OPRD1 inv 0.
